# Screening data deposited in PubChem BioAssay by Broad Institute.
# miR-122 sensor = miR-122 inhibition in Huh7 cells. 340,000 tested, 0.3% active. Huh7 miR-122 Renilla luciferase sensor, 48 h; neutral wells = 0, positive control = 100. activation (reporter increase), % at 12.5 µM. AID 602342;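 active = mean replicate activation score at least 90 and every replicate individually at or above 90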;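 note: higher luciferase means less miR-122 activity so hits act as miR-122 inhibitors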
# FN deposit inh = fibronectin deposition inhibition. 350,000 tested, 0.086% active. inhibition, % at 12.6 µM. AH1F fibroblasts, Alexa488-fibronectin deposition fluorescence, overnight;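 active = mean inhibition across replicates of 30% or more, regardless of how many single replicates reach that level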;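 note: positive control wells lacked labelled fibronectin entirely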
#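 Test system: AH1F fibroblast monolayer depositing Alexa488-labelled fibronectin into matrix. Input: 10000 cells per well. Technique: fluorescence, ex 485 nm, em 525 nm. Buffer or medium: DMEM plus 2% serum, read in PBS. Timing: 1 h cell adhesion before compound, then overnight fibronectin incubation. Compound: single dose, pinned. Read-out basis: inhibition from reduced deposited-fibronectin fluorescence.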
# Casp6 inh = caspase-6 (human) enzyme inhibition; P55212; purified caspase-6, Z-VEID-R110 cleavage fluorescence; inhibition, % at 12.5 µM; 350,000 tested, 0.53% active; AID 686996;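 active = mean inhibition across replicates at least about 35%, with every replicate also reaching that limit, limit read from the data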;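 note: 0% = median of neutral control wells and 100% = no fluorescence left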
# Target sequence (P55212 24-179 limits assumed): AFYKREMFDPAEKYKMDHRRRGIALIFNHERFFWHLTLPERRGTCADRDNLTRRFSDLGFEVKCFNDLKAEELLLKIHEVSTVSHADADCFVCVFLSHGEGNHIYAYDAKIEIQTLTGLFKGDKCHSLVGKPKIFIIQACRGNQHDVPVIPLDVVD
# Target sequence (P55212 194-293 limits assumed): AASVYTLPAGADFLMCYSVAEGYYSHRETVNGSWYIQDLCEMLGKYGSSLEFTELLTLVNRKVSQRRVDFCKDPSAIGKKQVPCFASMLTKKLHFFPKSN
# Cneo AK release = causes C. neoformans cell lysis; adenylate kinase release luminescence, 4 h; normalised: neutral wells 0, clomiphene wells 100; lysis activity, % at 15 µM; 360,000 tested, 0.2% active;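 active = mean lysis activity across replicates of at least 80%, whatever share of replicates individually reach that level; inactive = mean lysis activity below 80%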
#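 Assay system: Cryptococcus neoformans yeast cells / Dosing: single-point compound dose / Timing: 4 h at 37 °C static, read 1 h later / Measured by: luminescence of released adenylate kinase using an AK detection reagent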
# EWS-Fli block = blocks EWS/Fli oncoprotein-driven transcription. A673 NR0B1-luciferase reporter, viability-normalised. inhibition, % at 12.6 µM. 350,000 tested, 0.67% active;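 active = mean inhibition of at least 50% after viability correction, with every replicate also passing that limit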;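 note: firefly luciferase signal divided by Alamar Blue viability fluorescence both relative to DMSO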
# LGR2 inh = Drosophila LGR2 receptor signaling inhibition | inhibition, % at 9.99 µM | AID 720647 | HEK293 LGR2, CRE-luciferase, bursicon-stimulated, 4 h | 380,000 tested, 0.35% active;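 active = drop in luminescence signal, shown as inhibition above about 50% in the replicate tests, limit read from the data, passing the limit was not always enough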;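 note: agonist challenge used bursicon conditioned medium at about half maximal strength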
# PAX8 reporter = PAX8 transcriptional activity inhibition; 360,000 tested, 1.2% active; AID 652154; inhibition, % at 12.6 µM; RMG-I TPO-luciferase reporter, SteadyGlo, 24 h;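 active = mean replicate inhibition at least 60% with every replicate also reaching 60%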;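 note: luciferase light reporting Pax8 driven TPO promoter activity; plate controls were median of neutral control wells for no effect and mitoxantrone controls for full effect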
# PGC1a acetyl inh = modulators of PGC1a acetylation; inhibition, % at 15.6 µM; AID 651687; U2OS PGC1a acetylation, AlphaScreen anti-acetyl-lysine; with virally co-expressed GCN5 acetyltransferase; 350,000 tested, 0.17% active;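 active = every replicate shows inhibition of at least 40%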;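 note: 0% = neutral control wells and 100% = positive control wells; some results beyond the cut were filed as inactive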
# * hit, by the source's call; x = no result given; [ ] = another dose, or the depositor's remark.
1) CN(C)C(=O)N1CCN(S(=O)(=O)c2ccc3ccccc3c2)CC1
2) CC1(C)Cc2c(sc(NC(=O)c3ccccc3Cl)c2C(=O)O)CO1
3) O=C(CCC(=O)N1CCOCC1)NCCc1ccc(F)cc1
4) Cc1c(C(=O)N2CCCCCC2)c(S(=O)(=O)Nc2cccc(F)c2)c(C)n1C
5) Cc1c(Cl)cccc1-n1c(-c2cccnc2)n[nH]c1=S
6) CCCn1c(SCC(=O)N2CCCC2)nc2c1c(=O)n(C)c(=O)n2C
7) C[C@@H]1CN([C@H](C)CO)C(=O)Cc2cc(NC(=O)c3ccncc3)ccc2O[C@H]1CN(C)C(=O)Nc1ccccc1
8) CCOP(=O)(OCC)C(NC(=O)Nc1ccc(Cl)c(Cl)c1)C(N)=O (configuration not stated)
9) Cc1noc(C)c1S(=O)(=O)Nc1ccc2c(c1)C(=O)N([C@H](C)CO)C[C@H](C)[C@@H](CN(C)C(=O)Nc1ccc(F)cc1)OCCCC[C@H](C)O2
10) Cc1ccc(CNS(=O)(=O)N(C)C)cc1

Screen / compound no.	1	2	3	4	5	6	7	8	9	10
miR-122 sensor	x	-4	-7	30	x	-6	-4[16.7 µM]	x	-5[16.7 µM]	1
FN deposit inh	3	-5	3	-1	x	-4	x	-15	0	12
Casp6 inh	3	-3	1	0	-2	x	4	0	0	x
Cneo AK release	1	3	0	1	x	1	1	x	0	1
EWS-Fli block	4	-12	-3	-1	9	x	-45	5	0	x
LGR2 inh	-6	-10	-1	7	7	x	x	2	6	x
PAX8 reporter	15	3	-6	2	14	10	-12	6	5	-5
PGC1a acetyl inh	x	-4	0	9	-4	10	2	x	7	8

11) COC(=O)c1ccc(Oc2ccc(C(F)(F)F)cn2)cc1
12) COCCc1ncc(CN2CCCCC2C(=O)Nc2ccc(Oc3ccccc3)nc2)cn1 (configuration not stated)
13) CCCc1cc(C(=O)Nc2cc(OC)ccc2OC)cs1
14) COC(=O)c1cn(NC(=O)c2ccc(OC)c([N+](=O)[O-])c2)c(=O)c2ccccc12
15) CN1[C@@H]2Cn3c(ccc(-c4ccc(F)cc4)c3=O)[C@H]1[C@@H](C(=O)NC1CCCCC1)[C@@H]2CO
16) O=C(Cn1nnc(-c2ccncc2)n1)NCCc1ccccc1
17) Cc1ccc(C(=O)NCc2nnc(SCC(=O)Nc3ccccc3)n2C)cc1
18) CCCC(=O)Nc1ccc2c(c1)C(=O)N(C)C[C@H](OC)[C@H](C)CN(C(=O)c1ccccc1F)[C@H](C)CO2
19) CCCNC(=O)C[C@@H]1CC[C@H]2[C@@H](COC[C@@H](O)CN2C(=O)Nc2ccc3c(c2)OCO3)O1
20) O=C(CCNC(=O)C1CCN(S(=O)(=O)c2ccc(F)cc2)CC1)NCc1ccncc1

Screen / compound no.	11	12	13	14	15	16	17	18	19	20
miR-122 sensor	x	x	5	-4	-3[16.7 µM]	3	0	5[16.7 µM]	14[16.7 µM]	-2
FN deposit inh	10	-2	-3	-1	-8	x	-9	1	-2	-17
Casp6 inh	-3	-3	4	-2	0	1	x	-2	-3	3
Cneo AK release	x	-4	0	x	-5	0	-3	-6	-3	-3
EWS-Fli block	-23	-6	-21	-10	-7	7	x	-3	-61	-5
LGR2 inh	-18	-14	-11	-24	7	-2	5	-1	-18	2
PAX8 reporter	-11	20	-3	-10	x	x	0	x	-47	-20
PGC1a acetyl inh	x	x	x	6	x	3	5	-2	-7	5

# Of the compounds above, two contain an aryl thioether with sulfur outside any ring:
6) CCCn1c(SCC(=O)N2CCCC2)nc2c1c(=O)n(C)c(=O)n2C
17) Cc1ccc(C(=O)NCc2nnc(SCC(=O)Nc3ccccc3)n2C)cc1

Screen / compound no.	6	17
miR-122 sensor	-6	0
FN deposit inh	-4	-9
Casp6 inh	x	x
Cneo AK release	1	-3
EWS-Fli block	x	x
LGR2 inh	x	5
PAX8 reporter	10	0
PGC1a acetyl inh	10	5

# Later entries.
21) Cc1noc(C)c1S(=O)(=O)N(C)C[C@@H]1OCCCC[C@@H](C)Oc2ccc(NC(=O)Nc3ccccc3)cc2C(=O)N([C@H](C)CO)C[C@@H]1C
22) O=C(NCC[C@@H]1CC[C@@H](NC(=O)C2CCCCC2)[C@H](CO)O1)c1ccc(F)cc1
23) COc1ccc(Cl)cc1Nc1nc(N)nc(C(F)(F)F)n1
24) CN(C)C(=O)c1ccc(-c2ccc([C@H]3[C@@H](CO)N4CCCCN(C(=O)C5CCC5)C[C@@H]34)cc2)cc1
25) COc1cccc(NC(=O)CCNS(=O)(=O)c2cccc3nsnc23)c1
26) CCc1nn(CC(=O)NCCCN(CC)CC)c(=O)c2cc3sc(C)cc3n12
27) COc1ccc2oc(C(=O)N(Cc3ccco3)Cc3cccs3)c(C)c2c1
28) CC(C)CN(Cc1cc(=O)oc2cc3c(cc12)CCCC3)CC(C)C
29) COc1ccc(-c2cccc([C@H]3[C@@H]4C=CC[C@@H](C)[C@@H]4C(=O)N3Cc3ccccc3)c2)cc1
30) Cc1ccc(NS(=O)(=O)c2ccc(-c3ccc(=O)[nH]n3)o2)cc1

Screen / compound no.	21	22	23	24	25	26	27	28	29	30
miR-122 sensor	5[16.7 µM]	x	11	-28[16.7 µM]	x	2	x	x	-1	5
FN deposit inh	5	-3	8	x	0	-2	-4	3	-2	-20
Casp6 inh	-1	0	x	2	0	0	9	0	-2	-4
Cneo AK release	0	41	-2	0	x	0	x	-4	2	-2
EWS-Fli block	7	-5	x	11	3	3	-20	2	12	-7
LGR2 inh	-10	-9	x	x	-3	22	-28	13	7	-6
PAX8 reporter	5	-23	x	-8	-2	9	x	-5	4	-10
PGC1a acetyl inh	5	-1	3	-3	0	-7	x	-4	-15	-3

31) O=C(NCCCc1nc2ccccc2[nH]1)c1ccco1
32) CC(=O)[C@]12O[C@]3(COC[C@H](c4ccccc4)N3C1=O)[C@@H]1C(=O)N(C)C(=O)[C@@H]12
33) Cn1c(CNC(=O)C2CCCCC2)cc2cc(Cl)ccc21
34) C[C@@H]1CN([C@@H](C)CO)C(=O)c2cc(NC(=O)c3ccncc3)ccc2O[C@@H](C)CCCCO[C@@H]1CN(C)Cc1ccccc1
35) O=C(Nc1cccc([N+](=O)[O-])c1)N1CCN(c2ccccc2)CC1
36) CNC(=S)N(C)/N=C1/C(=O)N(Cc2c(Cl)cccc2Cl)c2ccccc21
37) COc1ccc(Br)cc1C(=O)Nc1ccccc1N1CCN(C(=O)c2ccccc2)CC1
38) CCOc1ccc(S(=O)(=O)NCc2ccccn2)c(C)c1C
39) O=C(CSc1nnc(-c2ccccc2)o1)c1nnc(-c2ccccc2)o1
40) Cc1ccc(NC(=O)CN2CCN(Cc3ccccc3)CC2)c(Br)c1

Screen / compound no.	31	32	33	34	35	36	37	38	39	40
miR-122 sensor	-5	x	12	8[16.7 µM]	-8	0	x	11	0	-1
FN deposit inh	0	x	-3	-7	-4	-10	-3	1	x	1
Casp6 inh	0	-4	0	5	-1	0	-3	0	x	1
Cneo AK release	-3	-16	1	1	0	0	x	0	1	1
EWS-Fli block	9	0	16	x	-165	34	17	-2	x	1
LGR2 inh	13	x	2	-12	0	8	9	-10	11	-6
PAX8 reporter	x	5	-20	-3	4	34	46	10	x	4
PGC1a acetyl inh	x	4	x	2	-7	x	-18	x	-2	-24

# Continued; the last three above are carried over.
38) CCOc1ccc(S(=O)(=O)NCc2ccccn2)c(C)c1C
39) O=C(CSc1nnc(-c2ccccc2)o1)c1nnc(-c2ccccc2)o1
40) Cc1ccc(NC(=O)CN2CCN(Cc3ccccc3)CC2)c(Br)c1
41) CCOc1ccc(CCN2C(=O)C(=O)N([C@@H](Cc3ccc(O)cc3)CN3CCC[C@H]3CN3C(=O)C(=O)NC[C@@H]3Cc3ccccc3)C[C@@H]2Cc2ccc(O)cc2)cc1
42) C[C@@H]1CN([C@H](C)CO)C(=O)c2cc(NS(=O)(=O)c3cccs3)ccc2O[C@@H]1CN(C)C(=O)Nc1ccccc1
43) CCOC(=O)c1c(NC(=O)CN2CCN(c3cccc(Cl)c3)CC2)sc(C)c1C
44) Clc1ccc(C2CC(c3cccs3)n3ncnc3N2)c(Cl)c1 (configuration not stated)
45) Cc1cccc(-n2nc(C(=O)c3ccco3)cc(-c3nc4ccccc4[nH]3)c2=N)c1
46) O=C(Nc1c2c(nn1-c1ccccc1)CS(=O)C2)c1ccc(S(=O)(=O)N2CCOCC2)cc1 (configuration not stated)
47) O=C(Nc1nccs1)C1CCCN1S(=O)(=O)c1cccc2cccnc12 (configuration not stated)
48) O=C1Nc2ccccc2N(O)N1c1cc(-c2ccccc2Cl)no1
49) C[C@H](CO)N1C[C@H](C)[C@H](CN(C)C(=O)NC2CCCCC2)Oc2c(NS(=O)(=O)c3ccc(F)cc3)cccc2C1=O
50) C[C@@H]1CCCCO[C@@H](CN(C)S(C)(=O)=O)[C@@H](C)CN([C@H](C)CO)C(=O)c2cc(NC(=O)Nc3cccc4ccccc34)ccc2O1

Screen / compound no.	38	39	40	41	42	43	44	45	46	47	48	49	50
miR-122 sensor	11	0	-1	x	2[16.7 µM]	x	-7	5	x	0	1	1[16.7 µM]	4[16.7 µM]
FN deposit inh	1	x	1	-15	x	1	20	7	x	7	0	-5	x
Casp6 inh	0	x	1	8	1	-1	1	-1	3	3	x	1	-4
Cneo AK release	0	1	1	x	1	x	1	1	x	-1	x	4	1
EWS-Fli block	-2	x	1	4	4	2	0	19	3	3	x	4	7
LGR2 inh	-10	11	-6	-5	-2	0	13	-21	-2	-3	x	7	20
PAX8 reporter	10	x	4	-8	-13	-26	2	12	9	11	12	5	-11
PGC1a acetyl inh	x	-2	-24	x	-9	13	2	0	x	-5	10	-1	-1

51) O=C(C[C@@H]1C=C[C@@H](NC(=O)NC2CCCC2)[C@@H](CO)O1)NCc1ccc(F)cc1
52) COc1ccc(NC(=O)C2Cc3ccccc3CN2C(=O)c2ccco2)cc1 (configuration not stated)
53) Cc1ccc(S(=O)(=O)Nc2cccc3c2O[C@H](CN(C)CC2CC2)[C@H](C)CN([C@H](C)CO)C3=O)cc1
54) COc1ccc(CCN=C(N)NS(=O)(=O)c2ccccc2)cc1OC
55) Cc1ccc2cc(CN(CC3CCCO3)C(=S)Nc3ccccc3)c(=O)[nH]c2c1 (configuration not stated)
56) CC(=O)Nc1ccc(Sc2ccccc2C(=O)Nc2ccc(F)cc2)cn1
57) N#Cc1ccc(C23CC4CC(CC(C4)C2)C3)[nH]c1=O
58) Cc1ccc(-c2cc(C(=O)OCC(=O)N(C)C3CCS(=O)(=O)C3)c3ccccc3n2)c(C)c1 (configuration not stated)
59) CCC(=O)N1[C@@H]2CN(S(=O)(=O)c3ccccc3)c3ccccc3[C@@H]2[C@@H]1CO

Screen / compound no.	51	52	53	54	55	56	57	58	59
miR-122 sensor	x	1	-1[16.7 µM]	x	x	x	-2	4	25[16.7 µM]
FN deposit inh	-1	3	x	4	x	2	-5	-7	x
Casp6 inh	-1	5	-1	0	3	2	x	-4	-3
Cneo AK release	-2	2	-6	x	x	x	0	x	-3
EWS-Fli block	0	-68	-12	-7	11	0	x	12	7
LGR2 inh	-11	-7	2	-9	17	0	x	-22	-12
PAX8 reporter	-5	-15	-20	-12	6	23	6	7	-5
PGC1a acetyl inh	3	x	x	x	9	6	-5	4	0
